APP 5'UTR act – activators of APP 5'UTR luciferase reporter, primary screen, SH-SY5Y cells. SH-SY5Y APP 5'UTR luciferase reporter, luminescence; zero percent = DMSO vehicle wells. activation, % at 2 µM. actives 1% (n = 190,000). AID 1276, 2008;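 active = activation above a set limit, based on mean plus 3 SD of controls, cut at about 140% in these data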; also: values of inactives mirror those of a sister screen read the other way
STAT1 act – STAT1 signaling activators, primary screen, cell-based, HTS, luciferase reporter; NIH 3T3 STAT1-luciferase reporter, IFN-gamma, luminescence; 100% = IFN-gamma alone, no compound; activation (% of control), % at 5.5 µM; actives 2.6% (n = 200,000);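 active = activation above the screen-wide mean activation plus 3 SD, cut at about 130% in these data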;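 also: raw ratio to IFN-gamma control signal so 100% means no change and 0% no light; values of inactives mirror those of a sister screen read the other way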
RAM network inh – inhibitors of the yeast RAM network, primary screen, dse1pr::URA3 reporter, 5-FOA selection; S. cerevisiae dse1pr::URA3 reporter, 5-FOA growth OD615, 2 d; analog-sensitive cbk1-as2 kinase mutant strain; actives 1.8% (n = 190,000); inhibition, % at 50 µM; AID 868, 2007;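 active = inhibition above a set limit, 3 SD over mean compound inhibition, cut at about 8.4% in these data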;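 also: 0% = DMSO-only wells with no growth and 100% = 10 µM 1-NA-PP1 full growth; inhibition rescues growth on 5-FOA so higher OD means more RAM inhibition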
STAT3 activator – IL-6 driven STAT3 reporter potentiators, primary screen, U3A cells, luciferase, luminescence, MLSCN library; IL-6 STAT3-luciferase reporter; 100% = signal with IL-6 EC80 alone; activation (% of control), % at 5.6 µM; actives 0.91% (n = 190,000);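 active = activation above the screen-wide mean of compound activation plus 3 SD, cut at about 130% in these data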;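 also: 0% = background luminescence of wells with medium and substrate only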
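Material: STAT3-luciferase reporter U3A cells. Controls: IL-6-treated wells, 100% activation. Read-out: % activation versus median of IL-6-stimulated wells. Probe or stimulus: IL-6 stimulus at 33 ng/mL final. Timing: compound 1 h, then IL-6 6 h at 37 °C. Signal: reporter luminescence signal.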
Hsp70 activator – Hsp70 transcriptional activators, primary screen, cell-based, HeLa, Hsp70 promoter luciferase, luminescence, 10 µM | HeLa Hsp70 promoter luciferase reporter; scaled: vehicle 0, proteasome-inhibitor control 100% | actives 0.04% (n = 200,000) | activation, % at 10 µM;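 active = activation above the mean across all tested compounds plus 3 SD, cutoff set per campaign, cut at about 5.5% in these data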;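 also: 100% = MG132 at 30 µM as the positive control and 0% = DMSO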
FLuc inh counter – firefly luciferase enzyme inhibitors, primary screen, artefact control for luciferase-based inhibitor screens, biochemical, luminescence, ATPLite. Luciferin 4-monooxygenase (Photinus pyralis), P08659. 10 min. inhibition, % at 10 µM. actives 1.5% (n = 200,000);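 active = inhibition above about 50% when tested at 10 µM, limit read from the data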
Target sequence (P08659 whole entry, looked up): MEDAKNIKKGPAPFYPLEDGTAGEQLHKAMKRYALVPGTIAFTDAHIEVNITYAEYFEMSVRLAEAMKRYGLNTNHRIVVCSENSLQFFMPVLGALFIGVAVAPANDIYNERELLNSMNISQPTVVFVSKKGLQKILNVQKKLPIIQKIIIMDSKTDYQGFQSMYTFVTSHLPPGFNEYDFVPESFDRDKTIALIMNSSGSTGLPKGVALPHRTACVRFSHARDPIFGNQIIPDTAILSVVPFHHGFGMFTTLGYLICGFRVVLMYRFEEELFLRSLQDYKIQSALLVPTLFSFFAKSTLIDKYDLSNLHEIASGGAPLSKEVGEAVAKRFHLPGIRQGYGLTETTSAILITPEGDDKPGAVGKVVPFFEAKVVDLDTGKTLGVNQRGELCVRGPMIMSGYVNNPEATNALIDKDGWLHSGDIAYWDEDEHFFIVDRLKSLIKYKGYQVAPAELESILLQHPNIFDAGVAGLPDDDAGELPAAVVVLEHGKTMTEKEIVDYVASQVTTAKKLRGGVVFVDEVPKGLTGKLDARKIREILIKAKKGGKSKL
STAT3 inh – IL-6 driven STAT3 reporter inhibitors, primary screen, U3A cells, luciferase, luminescence, MLSCN library | actives 0.89% (n = 190,000) | IL-6 STAT3-luciferase reporter; host cell line lacks STAT1 | AID 862, 2007 | inhibition, % at 5.5 µM;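 active = inhibition above the mean inhibition across all screened compounds plus 3 SD, cut at about 44% in these data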;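 also: 0% = DMSO only wells and 100% = 100 µM nifuroxazide control wells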
APP transl inh – inhibitors of APP translation via 5'UTR reporter, primary screen, APP 5'UTR luciferase, SH-SY5Y cells; inhibition, % at 2 µM; actives 0.82% (n = 190,000); AID 1285, 2008; SH-SY5Y APP 5'UTR-luciferase reporter, luminescence;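 active = inhibition above a set limit, derived from the sample mean plus 3 SD, cut at about 45% in these data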; also: values of inactives mirror those of a sister screen read the other way
NF-kB expr up – activators of NF-kB expression in neurons, primary screen, cell-based, HTS | actives 1.6% (n = 190,000) | human neuronal cells, NF-kB reporter expression; hits give high values | fold change at 12.5 µM | AID 1239, 2008; in the data active = fold change above about 3.3
STAT1 blocker – STAT1 signaling inhibitors, primary screen, cell-based, HTS, luciferase reporter; inhibition, % at 5.5 µM; actives 0.35% (n = 200,000); NIH 3T3 STAT1-luciferase reporter, IFN-gamma, luminescence; AID 920, 2007;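 active = inhibition above a set limit, the mean inhibition across all tested compounds plus 3 SD, cut at about 34% in these data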;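 also: 0% = IFN-gamma with DMSO and 100% = IFN-gamma with 300 µM nifuroxazide; values of inactives mirror those of a sister screen read the other way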
The depositor's hits bear a star; . = no result given.

smiles	APP 5'UTR act	STAT1 act	RAM network inh	STAT3 activator	Hsp70 activator	FLuc inh counter	STAT3 inh	APP transl inh	NF-kB expr up	STAT1 blocker
CN1C(=O)C(O)(CC(=O)c2ccc(F)cc2)c2cc(Br)ccc21 (stereo unspecified)	-6	114	1.1	100	-0.4	-2	1	6	1.4	-14
COc1ccc(-c2cc(N)n(S(=O)(=O)c3c(F)c(F)c(F)c(F)c3F)n2)cc1OC	16	106	1.9	92	20*	-4	13	-16	1.2	-6
CCCCNC(=S)Nc1ccccc1Cc1ccccc1	20	101	1.2	98	-0.2	0	7	-20	1.2	-1
CCOC(=O)c1c(C)oc(NC(=O)COc2ccc(Cl)cc2C)c1C#N	-14	98	2.0	104	-0.2	-2	-3	14	1.1	2
COc1ccc(N2C(=O)C3CCCN3C2c2ccc(C)o2)cc1 (stereo unspecified)	-1	99	0.4	102	0.1	-3	0	1	1.2	0
c1ccc2c(c1)CCN(c1ncnc3nc[nH]c13)C2	19	97	1.2	104	-0.2	-7	-6	-19	0.91	0
O=c1c(Cc2ccccc2)c(O)nc2n1CCS2	6	97	0.5	87	-0.2	-5	22	-6	1.5	3
CC1CCCCC1NC(=O)COC(=O)COc1ccc(Cl)cc1 (stereo unspecified)	-1	103	1.3	105	-0.2	-5	-10	1	1	-3
O=C(Nc1ncc2c(n1)-c1ccccc1CC2)c1ccc(F)cc1	.	101	-1.2	85	-0.2	-6	24	.	0.9	-2
CS(=O)(=O)N1CCCC(C(=O)N2CCc3ccccc3C2)C1 (stereo unspecified)	-24	102	2.8	103	0.3	-3	1	24	1	-2
COc1ccccc1CCNC(=O)c1cnn2c(C(F)F)cc(C)nc12	2	85	0.9	89	-0.1	-9	13	-2	1.2	16
Cc1ccc(NCN2C(=O)C3CC=CCC3C2=O)cc1 (stereo unspecified)	4	96	4.6	101	0.6	-2	1	-4	1.4	1
CCCc1nnc(NC(=O)C2CCCO2)s1 (stereo unspecified)	6	101	0.7	102	0.5	-6	7	-6	1.5	-1
CCOC(=O)CSc1nnc(-c2ccc(S(=O)(=O)N3CCOCC3)cc2)n1-c1ccccc1	-14	87	0.8	101	-0.4	-3	4	14	1	15
CSCCC(NC(C)=O)C(=O)Oc1ccc2c3c(c(=O)oc2c1)CCCC3 (stereo unspecified)	0	94	-0.2	84	-0.3	8	25	0	1.1	7
O=C(Cn1nnc2ccccc2c1=O)NCCc1ccccc1	9	109	-0.5	112	-0.4	-3	-11	-9	1	-10
CC(C)Oc1cccc(C(=O)NC(=S)Nc2cccc(NC(=O)c3ccccc3Cl)c2)c1	24	102	2.0	106	-0.4	-2	-9	-24	0.81	-2
CCN(CC)CCCNc1nc2cc(OC)c(OC)cc2c2nc(-c3cccnc3)nn12	1	106	-0.7	131	-0.1	-5	-32	-1	0.61	-6
O=C(O)CC(NC(=O)c1ccccc1NC(=O)c1ccccc1)C(=O)O (stereo unspecified)	10	102	-1.7	103	-0.3	-4	0	-10	1.1	-2
CCOc1ccc(NC(=O)CN2CC(c3ccccc3)CC2=O)cc1 (stereo unspecified)	-4	98	0.6	109	0.3	-1	-6	4	1.1	2
CCN1CC2([N+](=O)[O-])CC=C(OC)C([N+](=O)[O-])(C1)C2 (stereo unspecified)	6	90	3.2	90	-0.1	-7	13	-6	1	12
COc1ccccc1C(=O)Nc1nnc(SCC(=O)Nc2ccc3c(c2)oc2ccccc23)s1	117	105	8.0	116	-0.2	19	-19	-117	1.1	-6
CC(N=C1NS(=O)(=O)c2ccccc21)C(=O)NCc1ccc2c(c1)OCO2 (stereo unspecified)	9	103	0.9	101	0.2	-6	2	-9	1.3	-3
O=[N+]([O-])c1ccc(S(=O)(=O)NCCN2CCOCC2)cc1	9	99	1.1	95	-0.5	-6	11	-9	0.97	1
Cc1ccc(NC(=O)CSc2nnc(/N=C/N(C)C)s2)cc1	-13	92	0.8	98	-0.3	-4	7	13	1	7

Hsp70 activator: hit marks shown above
| Compound | APP 5'UTR act | STAT1 act | RAM network inh | STAT3 activator | Hsp70 activator | APP transl inh | NF-kB expr up | STAT1 blocker |
| --- | --- | --- | --- | --- | --- | --- | --- | --- |
| COc1ccc(-c2cc(N)n(S(=O)(=O)c3c(F)c(F)c(F)c(F)c3F)n2)cc1OC | 16 | 106 | 1.9 | 92 | 20* | -16 | 1.2 | -6 |

(continued)
smiles	APP 5'UTR act	STAT1 act	RAM network inh	STAT3 activator	Hsp70 activator	FLuc inh counter	STAT3 inh	APP transl inh	NF-kB expr up	STAT1 blocker
CCN(CC)CCCNC(=O)c1[nH]c(C)c(C(=O)NC2CCCCC2)c1C	-4	107	-0.6	107	0.0	-3	-3	4	0.93	-7
CCOC(=O)Nc1cccc(Nc2ccccc2)c1	-13	85	-0.9	103	-0.2	-6	-4	13	1.2	16
Cc1ccc(-c2csc3nnc(SCc4csc(C)n4)n23)cc1	4	93	1.5	103	0.1	-10	-3	-4	0.89	7
COc1cccc(C2CC(c3ccccc3)Nc3ncnn32)c1 (stereo unspecified)	0	88	0.3	100	-0.2	0	4	0	1.7	7
Cc1ccc(S(=O)(=O)N2CCC(=O)N(C(COCc3ccc(C(F)(F)F)cc3)C(C)C)CC2)cc1 (stereo unspecified)	1	101	12*	105	-0.4	-2	-9	-1	0.6	-1
CSCC[C@H](NC(=O)C(C)Oc1ccc(Cl)cc1)c1nc2ccccc2[nH]1 (stereo partly specified)	15	100	1.2	109	-0.4	-9	-8	-15	0.84	-1
COC(=O)c1ccc2c(=O)n(CC3CCCO3)c(SCC(=O)NCCc3ccc(S(N)(=O)=O)cc3)nc2c1 (stereo unspecified)	-5	103	1.8	96	-0.2	-7	7	4	1.9	-5
Cc1ccc(CN2CC(C(=O)Nc3cccc(S(=O)(=O)N4CCCCC4)c3)CC2=O)cc1 (stereo unspecified)	2	101	1.5	102	-0.6	-4	-5	-2	0.79	-1
CN(CCOc1ccccc1)CC(=O)Nc1ccc(Cl)c(S(=O)(=O)N(C)C)c1	-21	92	-0.8	102	-0.5	-3	-1	21	0.85	6
CC(c1nccs1)N(C)C(=O)CCc1nnc(Cc2c[nH]c3ccccc23)o1 (stereo unspecified)	11	91	-0.1	90	-0.3	-1	14	-11	1.1	7
O=C1CCCC2=C1C(c1cccs1)Nc1ccc3ncccc3c12 (stereo unspecified)	-6	100	0.8	92	-0.1	-7	14	6	0.5	0
Cc1cc(C)nc(NC(=NCc2ccc3c(c2)OCO3)NC(=O)Nc2ccccc2)n1	2	99	3.1	95	-0.2	-9	5	-2	0.91	2
Cc1c(NCc2nc3ccccc3[nH]2)c(=O)n(-c2ccccc2)n1C	4	97	-0.4	108	-0.6	15	-5	-4	1	3
Cc1cc(SCC(=O)OCC(=O)NC(C)c2ccccc2)c(C)cc1Br (stereo unspecified)	2	102	10*	99	-0.2	-5	0	-2	0.99	-2
CCc1c(C)nc2ncnn2c1N1CCN(S(=O)(=O)c2ccc(OC)cc2)CC1	-12	74	1.8	71	-0.3	-2	38	12	0.92	27
S=C(NCC1CCCO1)Nc1ccccc1Cl (stereo unspecified)	-1	106	1.7	101	-0.2	-4	-1	1	1	-7
CCN(CC)c1ncnc2c1cnn2Cc1ccc(Cl)cc1	1	96	0.7	96	-0.3	3	6	-1	0.6	5
COc1ccccc1CNC(=O)CCn1c(=O)sc2ccccc21	18	104	8.8*	104	-0.3	-9	-1	-18	1.3	-4
CCOC(=O)N1CCN(CC(=O)Nc2cc(OC)c(OC)cc2C#N)CC1	4	88	1.2	98	-0.1	-8	7	-4	0.88	12
Cc1cc(C)c(S(=O)(=O)Nc2ccc[nH]c2=O)c(C)c1	42	98	2.4	99	-0.4	5	4	-42	1	3
COc1ccc(S(=O)(=O)CCC(=O)Nc2ccc(OC)cc2OC)cc1	14	102	0.4	101	0.0	-4	1	-14	1.3	-2
CCOC(=O)C1CCCN(c2c(NCCN(C)Cc3ccccc3)c(=O)c2=O)C1 (stereo unspecified)	-5	98	1.3	102	0.1	-8	3	5	1	2
CSc1ccc(/C=N/n2c(C)cc(C)cc2=O)cc1	19	130*	3.1	90	-0.4	24	15	-19	2.4	-33
CCCCCCSc1nc(O)c(C2OC(=O)c3c2ccc(OC)c3OC)c(=O)n1CC (stereo unspecified)	16	93	7.2	107	-0.1	-5	-12	-16	1	8
CCOC(=O)c1ccc(N2C(=O)CC(N3CCC(C(N)=O)(N4CCCCC4)CC3)C2=O)cc1 (stereo unspecified)	18	105	1.4	95	-0.6	-6	8	-18	0.97	-5
Cc1ccc(S(=O)(=O)N2CCCN(S(=O)(=O)c3ccc(C(F)(F)F)cc3)CC2)cc1	14	107	0.7	98	0.1	-4	4	-14	1.4	-8
Oc1cccc(-c2nc3ccccc3s2)c1	116	103	-0.1	42	-0.2	71*	74*	-116	9*	-3
CCCCn1c(-c2c(Cl)c(C)nn2C)n[nH]c1=S	-5	94	2.3	94	0.3	-8	13	5	1.1	4
Cc1ccc2nc(C)c(C(=O)N/N=C/c3cccs3)cc2c1	-6	106	5.2	107	-0.4	43	-11	6	0.97	-6
CC(=O)N1CCC(N(CCN2CCOCC2)C(=S)Nc2ccc(C)cc2C)CC1	-8	94	1.5	93	0.1	-3	10	8	1.3	5
CCOC(=O)N1N=C(C)CC1(O)c1ccc(Cl)cc1 (stereo unspecified)	13	110	0.6	100	0.0	-3	12	-13	1.2	-11
c1ccc2c(c1)CCN(c1nc3cc4c(cc3s1)OCO4)C2	151*	180*	2.8	86	0.0	69*	22	-151	12*	-88
CC(=O)Nc1ccc(NC(=O)C(C)OC(=O)C2(c3ccc(Cl)cc3)CCCC2)cc1 (stereo unspecified)	-19	93	4.7	102	-0.4	-7	0	19	1.1	7
Cc1nonc1C(=O)N/N=C/c1ccncc1	15	140*	-0.6	101	-0.1	-1	6	-16	0.9	-45
O=[N+]([O-])c1ccc(/C=N/NC2=NS(=O)(=O)c3ccccc32)cc1	24	103	1.8	101	-0.4	37	0	-24	1.2	-4
COc1ccc(CCNc2oc(-c3ccc(OC)c(OC)c3)nc2C#N)cc1	0	96	11*	97	0.5	0	10	0	1	4
COC(=O)c1cncc(O)c1	24	102	2.6	102	0.1	-4	3	-24	1.2	-2
NC(=O)CSc1nnc2n(-c3ccccc3)c(=O)c3c4c(sc3n12)CCCCC4	39	100	2.7	96	-0.2	-5	11	-12	1.2	-1
COc1ccc(CC(=O)NC2CCCc3ccccc32)cc1 (stereo unspecified)	27	92	0.4	95	0.1	-6	10	-27	1.4	9

Compound activity from PubChem BioAssay.
